Screening data as filed in PubChem.
S3 lipid droplet = qHTS Assay for Lipid Storage Modulators in Drosophila S3 Cells; Potency in µM for hits, for the others lipid storage change, negative = inhibition, % at the top dose, mostly 46.1 µM; hit rate 0.64% among 320,000; AID 2685; Drosophila S3 cells, BODIPY lipid droplet fluorescence, 18-24 h; cells fed with added oleic acid; active means well fitted inhibition curve with a large enough effect in the signal ratio, with a control signal flat, not every such curve was filed as active; inconclusive means small, poorly fitted or top-dose-only effect, or effect the other way, or a change in a side signal; the % refers to the signal ratio
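Drosophila S3 cells loaded with oleic acid (400 uM, as added) and compounds at several concentrations; lipid droplets imaged by 488-nm laser-scanning cytometry, 500–530 nm intensity and object ratio to cell channel. Percent activity normalized to 20 uM Triacsin C.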
S3 lipid droplet cell count max = further read-out of S3 lipid droplet, marked with its call; cell number change, %; measured here: cell count max response;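 cells counted by Cell Tracker Red CMTPX staining in the red channel; peak over a dose series mostly up to 46.1 µM; percent activity relative to internal control wells on each plate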
* marks the source's active call; other numbers are inactive results; i = inactive; ? = inconclusive; . = not tested or not shown. On the % scale 0 is the no-effect control and ±100 the full control effect; potency means the concentration at half of the fitted maximal effect.

SMILES | S3 lipid droplet | S3 lipid droplet cell count max
O=C(O)c1ccc(S(=O)(=O)c2ccc3c(c2)C(=O)N(CC2CCCO2)C3=O)cc1 (configuration not stated) | -5.1% | -2.6
Cc1ccc(N2CCN(c3ncccc3[N+](=O)[O-])CC2)c(C)c1 | 5.4% | 8.5
Cn1c2c(c3ccccc31)CCN1CCC[C@]21c1ccccc1 | ? | .
CC(C)(C)NC(=O)CCCSc1nc2ccccc2s1 | ? | .
NC(=O)c1ccccc1OCC(=O)Nc1ccc2c(c1)OCCO2 | i | 13.5
O=C(NCc1cccnc1)c1cc(Sc2ccc(F)cc2F)nc2ccccc12 | 0.3% | -2.3
CC1CCc2c(sc3ncn(Cc4ccc(C(=O)O)cc4)c(=O)c23)C1 (configuration not stated) | -18.3% | -0.8
COc1ccc(C(=O)CCC(=O)NCCc2ccccc2F)cc1 | 1.1% | 15.0
CCC(C)(C)NC(=O)C(c1ccccn1)N(C(=O)c1csnn1)C1CCCCC1 (configuration not stated) | ? | .
CC(C)c1ccc(-c2nn(-c3ccccc3)cc2C2C(C#N)=C(N)OC3=C2C(=O)CC(C)(C)C3)cc1 (configuration not stated) | 4.0% | -0.6
CCOc1ccccc1NC(=O)Nc1c(C)n(-c2ccccc2)c(=O)n1C | 0.1% | 13.9
CCOc1cc2c3c(c1)C1(OCCO1)C(=O)N3C(C)(C)CC2C (configuration not stated) | -3.4% | -9.4
Cc1ccc(NC(=O)Cn2ncc3c([nH]c4ccccc43)c2=O)cc1Cl | ? | .
CCn1nc(NS(=O)(=O)c2ccc([N+](=O)[O-])cc2)c2cc3ccc(C)cc3nc21 | ? | .
Nc1nnc(SCc2nc3scc(-c4ccccc4)c3c(=O)[nH]2)s1 | 11.3% | .
CC(Sc1ccc2nnc(-c3ccc(F)cc3)n2n1)C(=O)O (configuration not stated) | 6.1% | 1.7
CC(C)c1cc(C(=O)N2CCN(C(c3ccccc3)c3ccccc3)CC2)no1 | 7.0% | 27.5
Cc1csc(SCC(=O)NCc2ccccc2)n1 | ? | .
O=C(Nc1ccc(Br)cc1)c1cccc(S(=O)(=O)Nc2cnc3ccccc3c2)c1 | ? | .
COc1ccc(CNCc2cccn2C)cc1 | -5.0% | 1.4
Cc1cc(C)cc(NC(=O)CCN2CCOCC2)c1 | ? | .
COc1cccc(CN2CCNC(=O)C2CC(=O)N(C)Cc2nc(C)cs2)c1OC (configuration not stated) | i | -1.1
CC(C)N=C(NC#N)SCc1ccccc1F | i | 8.9
Cc1ccc(C(=O)CSc2nnc(C(C)C)n2C)cc1C | -15.5% | .
Cc1nc2c(C)cccn2c1/C(O)=C1\C(=O)C(=O)N(CCN2CCOCC2)C1c1cccs1 (configuration not stated) | 8.2% | -10.2
Going on with the list:
SMILES | S3 lipid droplet | S3 lipid droplet cell count max
CC(=O)CSc1nc(C(F)(F)F)cc(=O)n1-c1ccccc1 | 10.1% | 17.2
COc1ccc(C2=NN(CC(=O)Nc3cc(C)ccc3C)C(=O)CC2)cc1 | 21.1% | .
Cc1[nH]c2ccc(C(=O)NCc3ccccn3)cc2c1C | ? | .
C/C=C/c1ccc(OCCNCc2ccccc2)c(OC)c1 | -1.0% | 6.2
COc1ccc(C(C#N)N2CCC(c3ccccc3)=N2)cc1 (configuration not stated) | ? | .
O=C(NNC1=NS(=O)(=O)c2ccccc21)c1ccccc1 | -4.8% | 18.2
Cc1cccc(C)c1NC(=O)COC(=O)C1CC1 | ? | .
CCOC(=O)c1ccc(NC(=O)Cn2c(=O)oc3ccccc32)cc1 | -11.9% | 2.6
O=C(O)CC/C(=N/NC(=O)CNC(=O)c1ccc2c(c1)OCCO2)c1ccccc1 | i | -10.5
OC1CCC(Nc2ncnc3sccc23)CC1 (configuration not stated) | ? | .
COc1ccc(N2C(=O)CC(NCc3cccs3)C2=O)cc1 (configuration not stated) | -6.3% | 1.4
COc1ccc2cc(C3(C)NC(=O)N(CC(=O)Nc4c(C)n(C)n(-c5ccccc5)c4=O)C3=O)ccc2c1 (configuration not stated) | -4.4% | 2.3
CCc1cccc2c(C(=O)CSc3nncn3-c3ccccc3OC)c[nH]c12 | -18.8% | 0.0
CCCCNC(=S)N/N=C1\CCCCc2ccccc21 | ? | .
O=C(COc1cccnc1[N+](=O)[O-])NC1CCS(=O)(=O)C1 (configuration not stated) | ? | .
O=C(NCCS(=O)(=O)N1CCN(c2ccc(F)cc2)CC1)C12CC3CC(CC(C3)C1)C2 | ? | .
Cc1cc(C)c(NC(=O)C2=COCCO2)c(C)c1 | 10.6% | 3.1
COc1ccc(C2CC(c3cccs3)=NN2C(=O)COC(=O)c2cc3ccccc3cc2O)cc1OC (configuration not stated) | ? | .
O=C(NCC(=O)N1CCCCC1)c1sc2ccccc2c1Cl | ? | .
Cc1ccccc1-c1noc(CCC(=O)NC2CCCCC2)n1 | ? | .
CCOC(=O)c1sc(C)c2c1NC(c1ccc(Cl)cc1)NC2=O (configuration not stated) | ? | .
Cc1csc(NC(=O)CCNS(=O)(=O)c2ccc3c(c2)c(=O)n(C)c(=O)n3C)n1 | i | -20.3
Cc1ccccc1-c1cc2nc(-c3ccc([N+](=O)[O-])cc3)cc(=O)n2[nH]1 | ? | .
Cc1ccc(-n2c(SCc3cn4ccsc4n3)nc3ccccc3c2=O)cc1 | i | -7.5
Cc1ccc(-c2nnn(CC(=O)N(c3ccccc3)C(C(=O)NCC3CCCO3)c3ccc(F)cc3)n2)o1 (configuration not stated) | ? | .
(listing goes on)
SMILES | S3 lipid droplet | S3 lipid droplet cell count max
Cc1c(NC(=O)C2CC=CCC2C(=O)O)c(=O)n(-c2ccccc2)n1C (configuration not stated) | ? | .
COc1cc(Cn2nnc3ccccc32)cc(Br)c1O | ? | .
Cc1cc(NC(=O)Cc2ccccc2[N+](=O)[O-])no1 | ? | .
COc1ccccc1N1CCN(C(=O)/C=C/c2cccs2)CC1 | ? | .
COc1ccc2oc(-c3ccc(NC(=O)c4ccc(N5CCOCC5)c([N+](=O)[O-])c4)cc3)nc2c1 | ? | .
COc1ccc(CN(CC(=O)NCc2ccco2)C(=O)CNS(=O)(=O)c2ccc(C)cc2)cc1 | ? | .
Cc1cc(NC(=O)COC(=O)CSc2nc3cc(Cl)ccc3n2Cc2ccccc2)no1 | 10.6% | -15.1
COCCn1c(Cc2ccccc2)nnc1SC(C)C(=O)NC1CC1 (configuration not stated) | ? | .
COc1cc(C2NC(=O)NC(C)=C2C(=O)OCC2CCCO2)ccc1O (configuration not stated) | i | .
COc1ccc(-c2nnc(SCC(=O)c3ccc(C)o3)o2)cc1 | 10.9% | -2.8
COc1ccc(N2CC(C(=O)Nc3nnc(SCC(=O)c4ccccc4)s3)CC2=O)cc1 (configuration not stated) | ? | .
O=C(Nc1cccc(F)c1)C1CCN(C(=O)Cc2ccccc2)CC1 | ? | .
CCc1ccc(C(=O)Cn2ccsc2=N)cc1 | i | 4.5
CC(=O)C1=C(C)Nc2ncnn2C1c1cccc(O)c1 (configuration not stated) | ? | .
CCO[C@@H]1OC(C(=O)Nc2ccccc2)=C[C@H](C2CC2)[C@H]1CCCO | ? | .
O=C(O)C(Cc1ccccc1)N1C(=O)/C(=C/c2cccs2)SC1=S (configuration not stated) | -18.8% | -0.1
Cc1nc(C(=O)NC2CCOCC2)sc1C1(C)CC(c2ccccc2)=NO1 (configuration not stated) | ? | .
CC1=Nc2ccccc2N=C(NC(=O)CN2CCN(c3ccc(F)cc3)CC2)C1c1ccccc1 (configuration not stated) | -15.0% | 1.8
NC(=O)c1ccsc1NC(=O)CS(=O)(=O)c1ccccc1 | ? | .
CCOC(=O)C(CC(=O)c1ccccc1)CC(=O)c1ccccc1 | ? | .
O=C1O/C(=C\C(=O)N2CCOCC2)c2ccccc21 | 7.9% | 1.9
Cc1cc2c(cc(C(=O)O)n2C)s1 | ? | .
Cc1ccc2c(c1)cc(CN(Cc1cccnc1)C(=O)NCc1ccccc1)c1nnnn12 | ? | .
COc1cc(CCC(=O)OCC(=O)NCc2ccccc2)cc(OC)c1OC | -0.1% | -1.8
CC(C)(C)c1cccc(Cn2nnc3ccccc32)c1O | ? | .
(list continues)
SMILES | S3 lipid droplet | S3 lipid droplet cell count max
COc1cccc2cc(C(=O)NCc3ccccc3Br)c(=O)oc12 | 9.4% | 1.7
Cc1ccc(OCCC(=O)OCC(=O)N2CCN(S(=O)(=O)c3ccc(Cl)cc3)CC2)cc1 | -14.2% | -9.2
CCOc1cc(NC(=S)NCCCN2CCOCC2)c(OCC)cc1NC(=O)CC(C)C | -7.9% | 10.5
CN(C)NC(=S)NC1CC2CCC1C2 (configuration not stated) | ? | .
Cc1onc(-c2ccccc2)c1C(=O)OCC(=O)Nc1cc(S(=O)(=O)N2CCOCC2)ccc1Cl | ? | .
CCC(=O)NC(=Nc1nc2ccccc2s1)NC(=O)CC | i | .
COc1ccc(N/C=C\C(=O)c2ccc(Br)cc2)cc1OC | -20.6% | -6.7
Cn1c(C(=O)OCC(=O)NCc2cccs2)cc2sccc21 | ? | .
CCC(C)(C)n1nnnc1C(c1ccc(C)cc1)N1CCN(Cc2ccc3c(c2)OCO3)CC1 (configuration not stated) | 5.7% | 5.7
O=C1c2c(O)cc(O)cc2O[C@H](c2ccc(O)c(O)c2)[C@H]1O | 9.5% | 17.6
Cc1cc([N+](=O)[O-])ccc1NC1CCCC1 | ? | .
Cc1cc(NC(=O)COc2coc(CN3CCN(c4ccc(F)cc4)CC3)cc2=O)no1 | 12.1% | 2.2
O=C(CCC(=O)Nc1ccccc1)N/N=C/c1ccc2c(c1)OCO2 | i | 13.6
COc1ccccc1/C=C1\SC(=S)N(NS(=O)(=O)c2ccccc2)C1=O | 11.3% | 4.3
O=C(COC(=O)c1ccc(O)cc1)NCCCc1ccccc1 | 4.5% | .
CCC(CC)C(=O)Nc1c2c(nn1-c1ccc(OC)cc1)CS(=O)C2 (configuration not stated) | ? | .
COC(=O)CSc1cc(C)nc(SC)n1 | ? | .
COc1ccc(CN(Cc2ccco2)S(=O)(=O)c2ccc(S(=O)(=O)N3CCCC3)cc2)cc1 | ? | .
COc1cccc(C(=O)Nn2c(-c3cccs3)nc3ccccc3c2=O)c1OC | 21.4% | -4.8
COc1ccc(N2CCN(CC(O)COCCOc3ccc(Br)cc3)CC2)cc1 (configuration not stated) | ? | .
Cc1ccc2c(c1)c1c3n2CCN(C(=O)C2CC2)C3CCC1 (configuration not stated) | -8.4% | -6.8
CS(=O)(=O)NCCSc1cc(C(F)(F)F)nc2ccccc12 | 12.1% | 4.5
CC(C)(C)C1=C(C#N)C(c2cc3c(cc2Br)OCO3)C(C#N)=C(N)O1 (configuration not stated) | 10.2% | -8.8
COc1ccccc1NS(=O)(=O)c1ccc(/C=C/C(=O)N2CCN(C(C)=O)CC2)cc1 | ? | .
CCN(CC)CCCN1C(=O)C(=O)/C(=C(/O)c2ccc3c(c2)CC(C)O3)C1c1cccnc1 (configuration not stated) | ? | .

A stretch from the list above, as a working copy:
SMILES | S3 lipid droplet | S3 lipid droplet cell count max
O=C(O)CC/C(=N/NC(=O)CNC(=O)c1ccc2c(c1)OCCO2)c1ccccc1 | i | -10.5
OC1CCC(Nc2ncnc3sccc23)CC1 (configuration not stated) | ? | .

Back to the main list, starting two compounds before the break.
SMILES | S3 lipid droplet | S3 lipid droplet cell count max
COc1ccccc1NS(=O)(=O)c1ccc(/C=C/C(=O)N2CCN(C(C)=O)CC2)cc1 | ? | .
CCN(CC)CCCN1C(=O)C(=O)/C(=C(/O)c2ccc3c(c2)CC(C)O3)C1c1cccnc1 (configuration not stated) | ? | .
O=S(=O)(/N=C(/Nc1ccccc1)c1ccccc1O)c1ccccc1 | ? | .
Cc1c(N)cccc1-n1cccc1 | 7.6% | -14.0
CCOC(=O)C1CCN(C(=O)CC(C)S(=O)(=O)c2ccc3c(c2)NC(=O)CO3)CC1 (configuration not stated) | ? | .
COc1cccc(NC(=S)NC(=O)c2c(Cl)c(C)nn2C)c1 | ? | .
COC(=O)CCNC(=O)c1ccc2[nH]c(C)c(C)c2c1 | ? | .
Cc1ccc(NC(=O)c2ccc3c(=O)n4c(nc3c2)CCC4)cc1F | ? | .
COc1cccc(CN2CCC(C(=O)Nc3ccc(Oc4cccnc4)cc3)CC2)c1 | ? | .
CCOc1ccc(S(=O)(=O)n2c([N+](=O)[O-])cnc2C)c(C)c1C | -20.2% | -16.5
O=C(NCC1CC1)C1(S(=O)(=O)c2ccccc2)CC=CC1 | i | -1.2
COCCNC(=O)c1sc2nc(-c3ccccc3)cn2c1C | 11.0% | 19.3
O=C(c1ccc(-c2ccccc2)cc1)c1ccccc1C(=O)N1CCOCC1 | i | 11.3
CCC(=O)N(CCc1ccccc1)Cc1cc2cc(C)ccc2[nH]c1=O | ? | .
O=c1[nH]snc1N1CCOCC1 | -6.7% | -22.6
COc1cccc(C2NC(c3cccc(OC)c3O)C(C)C(=O)C2C)c1O (configuration not stated) | -0.6% | -20.8

Of the compounds above, these contain an NH in an aromatic ring.
SMILES | S3 lipid droplet | S3 lipid droplet cell count max
Cc1ccc(NC(=O)Cn2ncc3c([nH]c4ccccc43)c2=O)cc1Cl | ? | .
Nc1nnc(SCc2nc3scc(-c4ccccc4)c3c(=O)[nH]2)s1 | 11.3% | .
Cc1[nH]c2ccc(C(=O)NCc3ccccn3)cc2c1C | ? | .
CCc1cccc2c(C(=O)CSc3nncn3-c3ccccc3OC)c[nH]c12 | -18.8% | 0.0
Cc1ccccc1-c1cc2nc(-c3ccc([N+](=O)[O-])cc3)cc(=O)n2[nH]1 | ? | .
COC(=O)CCNC(=O)c1ccc2[nH]c(C)c(C)c2c1 | ? | .
CCC(=O)N(CCc1ccccc1)Cc1cc2cc(C)ccc2[nH]c1=O | ? | .
O=c1[nH]snc1N1CCOCC1 | -6.7% | -22.6

Not all compounds are listed (hit frequency here may not be typical).
